Compound activity: PubChem, several laboratories
DUSP3 inh: VHR1 phosphatase inhibitors, primary screen, biochemical, absorbance, uHTS. Dual specificity protein phosphatase 3 (Homo sapiens), P51452. recombinant VHR phosphatase, pNPP absorbance. inhibition, % at 13.3 µM. 290,000 tested, 0.52% active. AID 1654, 2009; in the data active = inhibition above about 50%; note: some compounds called inactive have numbers as strong as hits
Target sequence (P51452 whole entry, looked up): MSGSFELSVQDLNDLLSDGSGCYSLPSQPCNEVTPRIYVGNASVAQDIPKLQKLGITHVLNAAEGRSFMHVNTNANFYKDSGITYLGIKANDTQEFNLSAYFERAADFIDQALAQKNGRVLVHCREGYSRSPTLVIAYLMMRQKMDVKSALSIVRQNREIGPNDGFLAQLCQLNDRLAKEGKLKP
Y pestis TopoI: Yersinia pestis topoisomerase I inhibitors, primary screen, biochemical, cleavage product accumulation, plate reader, single point | Y. pestis Topo-I cleavage product accumulation | activity, % at 10 µM | 360,000 tested, 0.064% active; in the data active = activity above about 50%, passing the limit was not always enough; note: inactives centre near 2
TcdB GH inh: TcdB glycohydrolase inhibitors, primary screen, biochemical, single point, plate reader | TcdB glycohydrolase enzymatic assay | inhibition, % at 9.99 µM | 350,000 tested, 0.24% active; in the data active = inhibition above about 10%
Vc quorum ag: inducers of Vibrio cholerae quorum light production without autoinducers, primary screen, BH1578 luxS cqsA deficient, single point; V. cholerae BH1578 lux reporter, luminescence, 6 h; activation, % at 18.7 µM; 350,000 tested, 0.16% active; in the data active = activation mostly above about 9.7%, no sharp cut-off; note: not every result past the cut was called active; inactives centre near 0; reference of the scale not given here
SSB-PriA inh: inhibitors of Klebsiella pneumoniae PriA binding to SSB C-terminal tail, primary screen, biochemical, AlphaScreen; PriA–SSB C-terminal tail interaction (Klebsiella pneumoniae); AlphaScreen SSBct-PriA binding, biotinylated peptide; inhibition, % at 33 µM; 430,000 tested, 0.6% active; in the data active = inhibition mostly above about 37%, no sharp cut-off; inactive = mostly below about 20%;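 note: plate controls were negative control peptide for no effect and reference peptide for full effect; strong numbers were not always called active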
Rv3671c protease: Rv3671c serine protease inhibitors, primary screen, biochemical, fluorescence polarization, M. tuberculosis H37Rv | 320,000 tested, 0.048% active | inhibition, % at 5.96 µM | AID 2606, 2010 | P9WHR9; in the data active = inhibition above about 38%;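 note: extracellular domain of Rv3671c used as enzyme; 0% = enzyme with DMSO and 100% = no enzyme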
Target sequence (P9WHR9 whole entry, looked up, the tested form may be a part): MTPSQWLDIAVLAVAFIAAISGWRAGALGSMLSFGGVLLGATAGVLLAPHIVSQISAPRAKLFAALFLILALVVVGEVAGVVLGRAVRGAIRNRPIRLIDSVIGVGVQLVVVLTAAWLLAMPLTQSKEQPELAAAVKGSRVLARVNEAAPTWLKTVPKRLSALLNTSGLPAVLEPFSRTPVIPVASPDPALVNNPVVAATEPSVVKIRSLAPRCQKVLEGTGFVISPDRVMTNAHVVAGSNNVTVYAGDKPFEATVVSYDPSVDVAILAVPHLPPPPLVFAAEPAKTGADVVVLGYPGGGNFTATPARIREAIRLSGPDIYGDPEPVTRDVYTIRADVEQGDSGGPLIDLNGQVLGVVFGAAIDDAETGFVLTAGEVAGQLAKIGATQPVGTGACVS
CCHF vOTU inh: CCHFV vOTU protease inhibitors, primary screen, biochemical, Pep-AMC substrate, fluorescence. Crimean-Congo hemorrhagic fever virus L polyprotein viral ovarian tumor (vOTU) protease …. inhibition, % at 11.5 µM. 370,000 tested, 0.55% active. AID 651958, 2012; in the data active = inhibition above about 30%; note: 0% = vehicle wells with enzyme and 100% = no enzyme wells
PrPC TRFRET: inhibitors of human cell surface prion protein PrPC, primary screen, cell-based, TR-FRET; Major prion protein (Homo sapiens), P04156; TR-FRET read-out; inhibition, % at 13.8 µM; 370,000 tested, 0.43% active; AID 720596, 2013; in the data active = inhibition above about 24%; note: 0% = median of the test wells and 100% = reference compound wells
MazF activator: activators of E. coli MazEF toxin-antitoxin RNase, primary screen, biochemical, fluorescence, uHTS; 350,000 tested, 0.32% active; activation, % at 20 µM; FAM/BHQ RNA-DNA oligo cleavage fluorescence, 5 h; in the data active = activation above about 50%
Target sequence (P0AE70 whole entry, looked up): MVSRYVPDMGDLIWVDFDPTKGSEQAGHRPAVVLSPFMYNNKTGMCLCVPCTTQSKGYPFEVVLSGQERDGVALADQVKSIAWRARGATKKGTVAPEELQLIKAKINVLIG
3CLpro inhibitor: SARS-CoV 3CLpro protease inhibitors, primary screen, biochemical, quenched FRET. inhibition, % at 6 µM. Replicase polyprotein 1ab (Severe acute respiratory syndrome coronavirus), P0C6X7. recombinant SARS-CoV 3CLpro, quenched FRET peptide cleavage. 290,000 tested, 0.14% active; in the data active = inhibition above about 12%
Starred values were filed as active, the others as inactive; i = inactive; · = not tested or not shown. Not all compounds are listed; count on the stated rates, not on these rows.

| item | molecule | DUSP3 inh | Y pestis TopoI | TcdB GH inh | Vc quorum ag | SSB-PriA inh | Rv3671c protease | CCHF vOTU inh | PrPC TRFRET | MazF activator | 3CLpro inhibitor |
| --- | --- | --- | --- | --- | --- | --- | --- | --- | --- | --- | --- |
| 1 | CCNCc1ccc(OCc2ccccc2F)c(OC)c1 | 13 | -8 | 1.4 | -0.5 | -5 | -4 | 3 | -7 | 5 | -1 |
| 2 | CC1(C)CC(=O)c2cc(OCC(=O)NCc3cccnc3)ccc2O1 | 29 | -3 | 0.3 | -0.4 | -7 | -6 | -148 | 5 | 7 | -8 |
| 3 | COc1ccc2c(CC(=O)Nc3c(C)n(C)n(-c4ccccc4)c3=O)coc2c1 | 23 | 1 | · | i | 1 | 2 | 2 | 0 | 11 | 2 |
| 4 | O=C(Nc1ccccc1)C1=C[C@H](c2ccc3c(c2)OCO3)C[C@H](OCCCCO)O1 | 3 | 2 | 1.0 | -0.3 | -8 | -7 | 0 | -4 | 3 | -6 |
| 5 | O=C(NCc1ccccc1Cl)C1CCC(=O)N(C2CCCC2)C1 (configuration not stated) | 18 | 2 | -4.5 | -0.3 | 1 | -10 | 7 | 9 | -9 | -5 |
| 6 | COC(=O)CNC(=O)c1nn(-c2cccc(OC)c2)c(=O)c2ccccc12 | -4 | -4 | · | -1.1 | 1 | -1 | 4 | 1 | -3 | 4 |
| 7 | CCn1ccc(=O)c2cc3c(cc21)OCO3 | · | 0 | · | 0.8 | -20 | 4 | 1 | -3 | 9 | · |
| 8 | COc1ccc2oc(C(=O)OC(C)C(=O)NC3(C#N)CCCCC3)c(C)c2c1 (configuration not stated) | · | 11 | 2.5 | i | -12 | 8 | -12 | 11 | 2 | · |
| 9 | COC(=O)Cc1sc(-c2ccccn2)nc1-c1ccccc1 | 22 | 10 | · | i | -27 | 7 | -9 | 3 | 5 | -2 |
| 10 | CC1=Nc2ccccc2/C1=C/c1sc(=N)n(-c2nccs2)c1O | 33 | 7 | 1.3 | · | · | 4 | · | · | -7 | -2 |
| 11 | CC(=NCCN1CCOCC1)c1c(O)n(-c2ccccc2C)c(=O)[nH]c1=O | 30 | 4 | · | 2.4 | -14 | 2 | 0 | 0 | 0 | 8 |
| 12 | Cc1ccccc1NC(=O)COC(=O)C1=COCCO1 | · | 12 | 0.0 | i | 5 | -4 | 7 | -2 | 8 | · |

Two entries from above in another layout.
Values run as follows: DUSP3 inh | Y pestis TopoI | TcdB GH inh | Vc quorum ag | SSB-PriA inh | Rv3671c protease | CCHF vOTU inh | PrPC TRFRET | MazF activator | 3CLpro inhibitor
2	CC1(C)CC(=O)c2cc(OCC(=O)NCc3cccnc3)ccc2O1
 : 29 | -3 | 0.3 | -0.4 | -7 | -6 | -148 | 5 | 7 | -8
3	COc1ccc2c(CC(=O)Nc3c(C)n(C)n(-c4ccccc4)c3=O)coc2c1
 : 23 | 1 | · | i | 1 | 2 | 2 | 0 | 11 | 2

One compound at a time (already shown). Screens in order: DUSP3 inh, Y pestis TopoI, TcdB GH inh, Vc quorum ag, SSB-PriA inh, Rv3671c protease, CCHF vOTU inh, PrPC TRFRET, MazF activator, 3CLpro inhibitor
CC1=Nc2ccccc2/C1=C/c1sc(=N)n(-c2nccs2)c1O in the list: 33, 7, 1.3, ·, ·, 4, ·, ·, -7, -2
Cc1ccccc1NC(=O)COC(=O)C1=COCCO1 in the list: ·, 12, 0.0, i, 5, -4, 7, -2, 8, ·
CC1(C)CC(=O)c2cc(OCC(=O)NCc3cccnc3)ccc2O1 in the list: 29, -3, 0.3, -0.4, -7, -6, -148, 5, 7, -8

Following part:
| item | molecule | DUSP3 inh | Y pestis TopoI | TcdB GH inh | Vc quorum ag | SSB-PriA inh | Rv3671c protease | CCHF vOTU inh | PrPC TRFRET | MazF activator | 3CLpro inhibitor |
| --- | --- | --- | --- | --- | --- | --- | --- | --- | --- | --- | --- |
| 13 | CC(C)(C)c1ccc(-c2cc(C(=O)NNC(=O)Nc3ccccc3)c3ccccc3n2)cc1 | 6 | 7 | · | i | 2 | -188 | 14 | 10 | -9 | 1 |
| 14 | Cc1cccc2nc(CSc3nc4ccccc4[nH]3)cn12 | 26 | 5 | 1.7 | -0.5 | -1 | 1 | -2 | -3 | 8 | -7 |
| 15 | CCc1cccc(NC(=O)Cc2cn(C)c3ccccc23)c1 | 15 | -1 | · | 1.8 | 3 | -8 | -4 | -4 | 8 | 9 |
| 16 | CCn1cnc2c1c(=O)n(CC(=O)NN)c(=O)n2Cc1ccccc1 | 22 | -1 | 0.2 | 1.4 | 6 | 3 | -11 | 2 | 13 | -1 |
| 17 | CC(=O)NC(Nc1c(C)n(C)n(-c2ccccc2)c1=O)C(Cl)(Cl)Cl (configuration not stated) | 26 | -1 | -1.0 | -0.2 | 8 | -6 | -5 | 1 | 6 | 0 |
| 18 | Cc1ccc(CNC(=O)c2ccc(C)c(S(=O)(=O)N3CCCCC3)c2)cc1 | · | 18 | 1.1 | -0.2 | 0 | -10 | 4 | 23 | 4 | · |
| 19 | O=C(CNc1cccc(C(F)(F)F)c1)N/N=C/C1CCCCC1 | 2 | -3 | 0.1 | -0.4 | · | -6 | 1 | 5 | 3 | 1 |
| 20 | O=C(Nc1cccnc1N1CCOCC1)c1ccco1 | -6 | 3 | · | · | 1 | 0 | 7 | -5 | 9 | -4 |
| 21 | COc1ccc(N(C)S(=O)(=O)c2cccc(C(=O)Nc3nc(C)cs3)c2)cc1 | · | -15 | 0.8 | -0.5 | 14 | -9 | -3 | 6 | 1 | · |
| 22 | Cc1cccc(NC(=O)CSc2nnnn2-c2cccnc2)c1 | 6 | -6 | · | -0.8 | -7 | -9 | -2 | 5 | 4 | 3 |
| 23 | COc1ccc(-c2noc(CNC(=O)Nc3ccc(F)cc3)n2)cc1 | 32 | -2 | 0.5 | -0.2 | -1 | 1 | -8 | 0 | -7 | 4 |
| 24 | Cn1c(=O)[nH]c(=O)c2c1nc(N1CCOCC1)n2CCSc1nnnn1-c1ccccc1 | -24 | -4 | 1.9 | -0.4 | -17 | 3 | -8 | 4 | -3 | -1 |
| 25 | Cc1oc(=O)c(NC(=O)c2ccccc2)cc1C(=O)c1ccccc1 | 29 | 9 | · | -0.7 | -10 | -7 | 0 | 0 | 1 | 1 |
| 26 | CCOc1cc(/C=N/n2cnnc2)cc(Br)c1O | 48 | -6 | · | -0.3 | · | 0 | 2 | -12 | 4 | -2 |
| 27 | C#CC1CCCCC1NC(=O)Nc1cnccc1C(F)(F)F (configuration not stated) | 6 | -7 | 0.5 | i | -9 | 5 | -2 | 5 | 4 | 3 |
| 28 | COc1cccc(N2CCN(C(=O)CN3C(=O)NC4(CCCC4)C3=O)CC2)c1 | 19 | 1 | 2.0 | i | 4 | 1 | -4 | -5 | 3 | -6 |
| 29 | Cc1ccccc1-c1cccc([C@@H]2C[C@H]3[C@H](CON3C)CN2Cc2cc(Cl)cc(Cl)c2)c1 | · | 8 | 2.4 | -1.4 | -6 | · | -6 | -4 | -6 | · |
| 30 | O=c1ccccn1Cc1ccccc1F | 15 | 4 | 0.7 | · | -13 | -3 | 13 | 8 | 0 | -2 |
| 31 | COc1ccc(C(=O)Nc2ccnn2C2CCN(Cc3ccn[nH]3)CC2)cc1 | 35 | 3 | 0.3 | -0.3 | 10 | -3 | 11 | -6 | -4 | 1 |
| 32 | COc1cccc(N2CCN(C(=O)CN3C(=O)NC(C)(c4ccc5ccccc5c4)C3=O)CC2)c1 (configuration not stated) | · | 21 | -0.2 | i | 27 | 5 | -6 | -7 | 2 | · |
| 33 | Cc1nc2scc(C)n2c(=O)c1S(=O)(=O)N1CCN(c2cccc(C(F)(F)F)c2)CC1 | 36 | -8 | 1.0 | -4.8 | -18 | -3 | 4 | -3 | 4 | 3 |
| 34 | COc1ccc(C(C)=O)cc1OCc1ccccc1 | · | 0 | 0.4 | -0.3 | · | · | 5 | 1 | 10 | · |
| 35 | COc1ccccc1CNC(=O)c1ccc(Br)o1 | 8 | -8 | -0.9 | -0.5 | -10 | -3 | 0 | -3 | 1 | 0 |
| 36 | Cc1ccc(NC(=O)CSc2nc3c(c(=O)n(C)c(=O)n3C)n2C)cc1 | -7 | 6 | 1.9 | -0.2 | -9 | 10 | -13 | 8 | 13 | 0 |
| 37 | COC(=O)CCC(=O)NC(=S)Nc1ccc(S(=O)(=O)Nc2cc(C)on2)cc1 | -2 | 11 | 0.1 | i | -12 | · | -5 | 0 | 2 | -3 |
| 38 | C=C1C(=O)c2sccc2C(c2ccc(OC)c(OC)c2)C1COC(C)=O (configuration not stated) | · | -1 | -3.6 | -0.8 | · | · | 7 | 96* | -34 | · |
| 39 | Cc1ccc(Nc2ncnc3nc[nH]c23)cc1Cl | 32 | -2 | 0.6 | -0.3 | 0 | -4 | 8 | -8 | 11 | 2 |
| 40 | CC(OC(=O)Cn1[nH]c(=O)c2ccccc2c1=O)C(=O)Nc1ccccc1[N+](=O)[O-] (configuration not stated) | · | 11 | 0.8 | i | -4 | -10 | 6 | -19 | 0 | · |
| 41 | CCN1C(=O)c2cccc3c(S(=O)(=O)Nc4ccccn4)ccc1c23 | 23 | -1 | · | i | 1 | 7 | 8 | -22 | 6 | -1 |
| 42 | CC[C@@]12C(=O)N(c3cccc(Br)c3)C(=O)N1[C@H](c1ccc(F)cc1)[C@@H]1C(=O)N(C3CCCCC3)C(=O)[C@@H]12 | · | -3 | 1.1 | -2.1 | -26 | -2 | 10 | 4 | 3 | · |
| 43 | COc1ccc(C(=O)/C=C/c2ccc(O)cc2)c2c1CC(O)C(C)(C)O2 (configuration not stated) | · | 0 | 23* | -0.3 | 15 | -3 | 1 | -1 | -67 | · |
| 44 | CCn1cc(C(=O)N[C@@H](CCSC)C(=O)NCCCO)c(=O)c2cc3c(cc21)OCO3 | 13 | 16 | 0.9 | i | -2 | 9 | 8 | 0 | 11 | 2 |
| 45 | CCCC(=O)N(CCc1ccc(OC)cc1)Cc1nc2ccccc2c(=O)[nH]1 | -8 | 10 | 0.7 | 1.6 | -5 | 0 | -13 | 7 | -1 | 1 |
| 46 | COc1cc2c(=O)n(CC3CCCO3)c(=O)n(CC(=O)Nc3ccc(F)cc3F)c2cc1OC (configuration not stated) | -2 | 10 | 0.9 | -0.3 | 104* | 5 | -5 | -3 | -2 | 0 |
| 47 | Cc1occc1C(=O)NC1CCCc2ccccc21 (configuration not stated) | 2 | 2 | · | -0.2 | -15 | -4 | -4 | -4 | 0 | -2 |
| 48 | COc1ccc(-c2[nH]ncc2CN2CCCN(C(=O)c3ccco3)CC2)cc1F | 8 | 5 | -0.3 | -2.3 | -3 | -6 | 4 | 0 | -6 | 2 |
| 49 | COc1ccc(-c2c(C#N)c(SCC(=O)Nc3ccccc3)nc3c2CCCC3)cc1 | · | -4 | · | i | -11 | -9 | 6 | 1 | -7 | -3 |
| 50 | CCN(C[C@H]1N[C@@](C)(C(=O)OC)[C@H]2C(=O)N(C)C(=O)[C@@H]12)C(=O)COC | · | 5 | -1.7 | 1.0 | -8 | 1 | -1 | -2 | 3 | · |

Reformatted with each value named: entries from further up.
30	O=c1ccccn1Cc1ccccc1F
  DUSP3 inh: 15
  Y pestis TopoI: 4
  TcdB GH inh: 0.7
  Vc quorum ag: ·
  SSB-PriA inh: -13
  Rv3671c protease: -3
  CCHF vOTU inh: 13
  PrPC TRFRET: 8
  MazF activator: 0
  3CLpro inhibitor: -2
35	COc1ccccc1CNC(=O)c1ccc(Br)o1
  DUSP3 inh: 8
  Y pestis TopoI: -8
  TcdB GH inh: -0.9
  Vc quorum ag: -0.5
  SSB-PriA inh: -10
  Rv3671c protease: -3
  CCHF vOTU inh: 0
  PrPC TRFRET: -3
  MazF activator: 1
  3CLpro inhibitor: 0
